# ZTA DNA inh: blocks Epstein-Barr virus ZTA, an EBNA-1 counter-screen. P03206. ZTA-DNA binding, fluorescence polarization. 320,000 compounds, 0.15% hits. inhibition, % at 11 µM; in the data active means inhibition above about 33%
# Target sequence (P03206 whole entry, looked up): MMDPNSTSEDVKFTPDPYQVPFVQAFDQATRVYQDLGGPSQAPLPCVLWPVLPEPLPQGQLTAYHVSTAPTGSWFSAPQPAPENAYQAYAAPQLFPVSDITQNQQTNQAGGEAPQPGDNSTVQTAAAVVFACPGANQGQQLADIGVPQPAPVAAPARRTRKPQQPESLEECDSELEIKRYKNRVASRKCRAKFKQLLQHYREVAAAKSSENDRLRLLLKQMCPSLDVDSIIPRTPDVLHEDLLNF
# JMJD2C inh: blocks human GASC-1 demethylase activity; GST-JMJD2C(1-420) H3K9me3 demethylation, DELFIA europium; Q9H3R0; inhibition, % at 2.35 µM; 330,000 compounds, 0.069% hits;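 active means more than half of a compound's replicate wells show inhibition beyond 50%, single wells judged on their own value; inconclusive means some, but no more than half, of replicates pass 50% inhibition; inactive means no replicate passes 50% inhibition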;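 further: signal counts dimethyl H3K9 product captured on neutravidin plate; 0% = median of DMSO wells and 100% = 0.3 times that DMSO median; strong numbers were not always called active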
# TPT1 inh: inhibitors of Candida albicans tRNA 2'-phosphotransferase TPT1; recombinant caTPT1, FP RNA substrate dephosphorylation; inhibition, % at 5 µM; 300,000 compounds, 0.81% hits;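 active means inhibition above the mean of all tested compounds plus 3 SD, set per screening campaign, cut at about 24% in these data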;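 further: plate controls were DMSO alone for no effect and ferristatin control at 100 nM for full effect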
# PP5 primary: PP5 (human) phosphatase inhibition | purified PP5c, OMFP substrate fluorescence | 320,000 compounds, 0.18% hits | inhibition, % at 6.7 µM | P53041;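 active means inhibition above the campaign's mean inhibition across all tested compounds plus 3 SD, cut at about 9.5% in these data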;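 further: 0% = DMSO only and 100% = 100 µM cantharidin control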
# Target sequence (P53041 whole entry, looked up): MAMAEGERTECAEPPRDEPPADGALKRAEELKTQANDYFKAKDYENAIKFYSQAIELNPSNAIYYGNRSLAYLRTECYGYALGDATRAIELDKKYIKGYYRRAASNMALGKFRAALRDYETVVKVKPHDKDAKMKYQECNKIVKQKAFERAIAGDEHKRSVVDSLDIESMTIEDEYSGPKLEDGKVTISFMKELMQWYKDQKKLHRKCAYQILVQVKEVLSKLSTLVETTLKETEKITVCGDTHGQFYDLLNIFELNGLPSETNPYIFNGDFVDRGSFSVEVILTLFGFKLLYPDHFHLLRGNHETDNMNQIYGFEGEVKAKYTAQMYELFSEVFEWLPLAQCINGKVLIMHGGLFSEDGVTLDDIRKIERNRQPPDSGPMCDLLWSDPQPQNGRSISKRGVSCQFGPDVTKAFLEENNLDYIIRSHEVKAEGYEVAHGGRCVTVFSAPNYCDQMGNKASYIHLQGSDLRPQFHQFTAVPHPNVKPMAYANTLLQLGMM
# CTSL1 counter: cathepsin L1 inhibition, PFM18AAP counter-screen. recombinant F. hepatica cathepsin L1, Z-Leu-Arg-MCA fluorescence. inhibition, % at 5.96 µM. 300,000 compounds, 0.49% hits;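 active means inhibition above the mean of all tested compounds plus 3 SD, set per screening campaign, cut at about 17% in these data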;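 further: 0% = plate median of test compound wells and 100% = 1 µM Z-Phe-Ala-diazomethylketone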
# core dimer inh: HCV core protein dimerization inhibition | TR-FRET GST/Flag-core106 dimerization, 1536-well | inhibition, % at 5 µM | 300,000 compounds, 0.33% hits;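 active means inhibition above the mean of all tested compounds plus 3 SD, set per screening campaign, cut at about 45% in these data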
#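 System: GST-tagged and Flag-tagged HCV core protein residues 1-106 / Input: core106 proteins, GST 13.5 nM and Flag 17 nM / Buffer or medium: KF-containing HEPES buffer, pH 7.45, DTT, CHAPS, BSA / Probe or stimulus: Eu-anti-GST and XL665-anti-Flag labelled anti-tag antibodies / Schedule: 4 h, 22.5 °C incubation / Technique: TR-FRET 671 and 617 nm emission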
# PP1 inh: blocks human PP1-alpha phosphatase, a PP5 counter-screen. inhibition, % at 6.7 µM. P62136. purified PP1alpha, OMFP fluorescence. 320,000 compounds, 0.9% hits;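 active means inhibition above the mean inhibition of all tested compounds plus 3 SD, computed separately for each screening campaign, cut at about 15% in these data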
# Target sequence (P62136 whole entry, looked up): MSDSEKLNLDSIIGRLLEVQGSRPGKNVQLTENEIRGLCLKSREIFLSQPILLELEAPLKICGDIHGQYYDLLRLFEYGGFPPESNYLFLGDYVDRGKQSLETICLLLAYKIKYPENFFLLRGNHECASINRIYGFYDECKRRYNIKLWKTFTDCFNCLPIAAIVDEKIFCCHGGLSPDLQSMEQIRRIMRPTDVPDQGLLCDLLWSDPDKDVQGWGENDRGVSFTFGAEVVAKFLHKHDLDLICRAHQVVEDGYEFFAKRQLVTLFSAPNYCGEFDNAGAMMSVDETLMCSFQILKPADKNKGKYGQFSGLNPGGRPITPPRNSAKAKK
# Yeast superoxide: caloric restriction mimetics inhibiting age-related superoxide in yeast; AID 2690; 330,000 compounds, 0.18% hits; superoxide response (% of plate mean), % at 10 µM; S. cerevisiae aged cells, superoxide DHE fluorescence; active compounds read low;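 active means superoxide response under a set limit, about three screen SD below normal, cut at about 65% in these data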;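 further: yeast aged for seven days with compound at 30 °C before DHE staining; 100% = average MFI of all compound-treated wells on the plate with controls excluded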
# EBNA-1 inhibitor: blocks EBNA-1 binding to DNA; AID 1950; 300,000 compounds, 0.34% hits; EBNA-1 DNA binding, fluorescence polarization; inhibition, % at 14.8 µM; in the data active means inhibition above about 28%
# * = called active by the depositor; ? = inconclusive; / = no result given. No enrichment for hits; 3.1% or so of the library scored in one or more.
SMILES,ZTA DNA inh,JMJD2C inh,TPT1 inh,PP5 primary,CTSL1 counter,core dimer inh,PP1 inh,Yeast superoxide,EBNA-1 inhibitor
COCCCN(C(=S)NC(=O)c1ccc(Br)cc1)c1c(N)n(Cc2ccccc2)c(=O)[nH]c1=O,-0.3,2.3,3.0,2.1,-1.9,-1.3,-2.4,92.2,-1.1
COc1ccc(-c2csc3ncnc(N4CCN(c5cccc(OC)c5)CC4)c23)cc1,-6.3,-0.7,1.8,0.7,1.2,7.5,-2.4,87.6,8.5
CC1(C)C=Cc2cc(-c3coc4cc(O)cc(O)c4c3=O)cc(O)c2O1,3.3,0.3,0.7,1.1,0.2,3.9,-5.5,89.0,8.9
COC(=O)c1cc(C(=O)OC)cc(N2C(=O)CC(NNC(=O)c3ccccc3Br)C2=O)c1 (stereo not drawn),-12.8,7.3,1.5,2.1,-4.7,8.3,2.0,98.3,0.2
Cc1ccccc1NC(=O)Cc1nc(COC(=O)c2cc([N+](=O)[O-])ccc2NCCO)cs1,-0.1,-1.8,1.5,0.3,2.1,2.4,-2.4,101.8,-1.0
COc1ccc(-c2cc(=O)c3c(O)c(OC)c(O)cc3o2)cc1,-6.7,143.8,0.5,6.6,1.3,0.6,-0.6,112.7,-6.4
COc1cc(C(=O)NC(c2ccccc2)c2ccccc2)cc(OC)c1C,-13.4,-120.8,-4.1,1.9,-0.7,12.4,1.8,88.7,-9.7
Cc1snc(SCC(=O)N/N=C(\N)COc2ccc(F)cc2)c1C#N,-11.3,2.3,-1.1,1.5,-1.6,-2.8,1.7,94.0,4.7
COc1ccc(S(=O)(=O)NN(C)c2nc(C(F)(F)F)nc3ccccc23)cc1,-9.0,-8.2,-0.3,2.5,9.4,-2.0,1.5,112.5,-5.0
COC(=O)Cc1cc(=O)[nH]c(/N=C(\N)Nc2ccccc2)n1,-35.3,0.6,1.3,1.6,-4.7,-4.8,-0.6,93.5,-7.0

# Rewritten bar-delimited: entries from further up
canonical_smiles | ZTA DNA inh | JMJD2C inh | TPT1 inh | PP5 primary | CTSL1 counter | core dimer inh | PP1 inh | Yeast superoxide | EBNA-1 inhibitor
COc1ccc(S(=O)(=O)NN(C)c2nc(C(F)(F)F)nc3ccccc23)cc1 | -9.0 | -8.2 | -0.3 | 2.5 | 9.4 | -2.0 | 1.5 | 112.5 | -5.0
COC(=O)c1cc(C(=O)OC)cc(N2C(=O)CC(NNC(=O)c3ccccc3Br)C2=O)c1 (stereo not drawn) | -12.8 | 7.3 | 1.5 | 2.1 | -4.7 | 8.3 | 2.0 | 98.3 | 0.2

# Going on with the list:
SMILES,ZTA DNA inh,JMJD2C inh,TPT1 inh,PP5 primary,CTSL1 counter,core dimer inh,PP1 inh,Yeast superoxide,EBNA-1 inhibitor
CCN(C(=O)CCS(=O)(=O)c1cccc2nsnc12)c1cccc(C)c1,8.5,-0.6,1.9,-0.7,-21.1,10.3,-2.3,105.9,-2.7
CCOc1ccc2nc(N3CCCC(C(=O)NCCCN4CCOCC4)C3)sc2c1 (stereo not drawn),23.8,-33.7,-4.6,-0.3,0.6,-5.9,-4.6,92.0,11.6
COCCN(CC(=O)NC1CCCCC1)C(=O)c1csnn1,-5.5,-3.4,1.2,0.7,-3.6,-3.1,-2.8,97.6,-1.4
COc1ccc2oc(C(=O)N3CCN(C(=O)c4ccco4)CC3)c(C)c2c1,-10.6,0.5,-1.7,0.7,-5.0,3.1,-4.0,92.2,0.2
CC1(C)CN(O)CCN1O,-18.6,-23.4,1.8,1.5,-2.0,-6.2,-4.2,113.5,0.1
CCn1c(=O)c2sccc2n2c(CCCC(=O)N3CCN(c4ccccn4)CC3)nnc12,4.3,-0.8,-0.4,-0.5,-0.8,-3.5,-1.2,84.7,-3.2
COc1cc(OC)cc(C(=O)NNC(=O)C(=O)Nc2cc(OC)c(Cl)cc2OC)c1,5.9,4.7,2.5,-0.8,-0.1,7.3,-0.7,76.2,4.9
COc1ccc(OCC(=O)Nc2ccccc2C(=O)NC(C)C)cc1,6.4,6.6,-0.6,-0.3,-6.1,4.9,-4.7,98.6,10.8
CN1CC(c2ccccn2)C2(SC(=S)N(Cc3ccccc3)C2=O)C12C(=O)Nc1ccccc12 (stereo not drawn),3.2,0.3,0.7,6.0,2.8,2.6,7.2,97.5,13.2
Cc1ccc(-n2c(C(C)C)nc3oc4ccccc4c(=O)c3c2=O)cc1,-14.4,-5.5,3.6,-1.1,2.4,1.1,-3.3,84.2,-4.9
CCOc1ccccc1Nc1nc(N)nc(CN(C)C2CCCCC2)n1,-0.2,/,-1.0,-3.8,1.7,0.3,6.6,108.6,-7.7
CCCn1c(SCC(=O)Nc2nc(-c3ccc(OC)cc3)cs2)nc2c1c(=O)n(C)c(=O)n2C,1.5,5.9,-3.9,-1.6,1.2,2.8,-0.1,104.7,3.4
COC(=O)[C@@]1(Cc2ccc(OC)cc2)[C@H]2c3cc(C(=O)N(C)C)n(CCSCCO)c3C[C@H]2CN1C(=O)c1ccccc1,4.0,-2.9,1.9,6.6,1.2,-1.5,1.8,113.7,-15.5
O=C(OCc1cc2ccccc2[nH]c1=O)c1cccnc1,-34.3,-4.1,-4.2,-0.1,1.4,-8.5,11.2,108.7,-5.0
CC(Oc1ccc(Br)cc1)C(=O)Nc1ccncc1 (stereo not drawn),2.5,-2.3,-0.3,-2.5,-2.2,-1.0,-3.3,100.4,-1.1
Cc1cc(C(=O)N(C)CC(=O)Nc2cccc(F)c2)no1,-4.7,-1.0,1.0,1.4,0.5,-7.0,-5.7,98.1,-4.9
COc1ccc(N(C)C(=O)CN(C)S(=O)(=O)c2ccc3c(c2)c(=O)n(C)c(=O)n3C)c(OC)c1,-2.7,-8.3,1.6,0.8,-4.5,8.9,-0.8,101.8,10.5
COc1cc(/C=N/NC(=O)c2sc3nc(C)cc(C)c3c2N)ccc1O,4.2,-5.1,-0.6,0.7,-2.8,-6.8,-3.5,112.6,-7.0
Nn1c(=S)[nH]c2sc3c(c2c1=O)CCCC3,9.7,11.0,0.6,-1.8,0.7,-4.1,-1.6,84.4,0.0
O=C(CCCOc1ccccc1)Nc1ccncc1,-5.0,6.2,1.6,0.0,0.5,-3.1,-1.1,98.8,9.2
Cc1nc(C(=O)NC2CC2)sc1C1(C)CC(c2cccc([N+](=O)[O-])c2)=NO1 (stereo not drawn),-3.4,-12.0,-4.1,-0.2,-7.5,-10.8,-1.2,100.7,10.3
Cn1c(=O)oc2cc(S(=O)(=O)NC3CCCc4ccccc43)ccc21 (stereo not drawn),-11.9,-1.7,-0.9,1.0,-5.9,-0.1,2.1,90.2,-5.6
CCCC(=O)OCC(=O)Nc1ccc(N=Nc2ccccc2)cc1,-12.0,2.2,-3.1,2.3,0.4,-6.8,-4.4,91.6,-6.7
Cc1c(NS(=O)(=O)c2ccc(N3CCN(C)CC3)c([N+](=O)[O-])c2)c(=O)n(-c2ccccc2)n1C,-17.7,-13.4,-1.9,0.2,2.6,1.2,-2.5,100.4,0.9
COc1ccc(NC(=O)Cn2nnc(-c3ccccc3NC(=O)C3CC3)n2)cc1,10.7,-9.5,-3.8,0.1,-2.5,-0.4,-3.0,94.0,6.8
Fc1ccc(-n2cc(-c3ccccc3)c3c(N4CCOCC4)ncnc32)cc1,-7.2,3.2,1.8,-0.6,4.3,3.0,-0.7,109.4,-22.2
COc1cc(CCC(=O)NNC(=O)c2ccc(C)cc2)cc(OC)c1OC,-0.9,4.6,-0.6,-0.6,3.5,-0.9,4.5,99.8,-1.3
c1ccc(-c2cc3c(N4CCCC4)ncnc3s2)cc1,17.4,1.4,4.9,2.6,0.8,4.9,-2.3,103.1,2.9
CS(=O)c1ccccc1-c1nc(-c2cccc(Cl)c2)no1 (stereo not drawn),11.8,-8.4,-7.4,0.1,-0.6,-0.1,0.8,109.5,1.5
O=C(Nc1cccc(NC(=O)c2ccco2)c1)c1cccc(Br)c1,9.6,11.5,-3.7,-0.4,2.1,2.6,-1.4,105.1,-7.2
Cc1ccc(CCNC(=O)C2CC(=O)N(CCc3ccccc3)C2)cc1 (stereo not drawn),-0.5,-5.2,-0.1,1.1,1.8,4.4,3.0,86.5,-2.6
O=C(NCc1ccccc1)C(c1ccco1)N(C(=O)c1cnccn1)c1ccc(F)cc1 (stereo not drawn),-5.1,144.5,2.1,-0.7,-0.2,-4.3,-0.5,98.6,-3.8
COc1ccc(Nc2nnc(SCc3cc([N+](=O)[O-])cc4c3OCOC4)s2)cc1,3.5,5.5,1.4,4.5,0.2,7.9,2.4,99.4,-3.8
CCOc1ccc(C(=O)C2CCN(C(=O)c3ccc([N+](=O)[O-])cc3)CC2)cc1,0.4,-5.5,-1.0,0.8,2.3,2.0,0.6,100.3,-1.4
CCOC(=O)N1CCN(CC(=O)c2c(C)[nH]c3ccccc23)CC1,5.8,8.6,-1.7,0.1,-2.4,-4.7,-1.9,92.5,-4.1
Cc1ccc(C)c(NC(=O)C(=O)NCCCN2CCOCC2)c1,5.9,-16.9,-0.1,4.0,-3.3,-19.4,2.0,84.1,0.9
COc1ccc(S(=O)(=O)N2CCOCC2)cc1NC(=O)CSc1n[nH]c(C(C)C)n1,12.1,10.7,-0.2,-1.5,-4.9,5.1,-0.9,96.9,0.3
CCCS(=O)(=O)c1cnc(C2COc3ccccc3O2)nc1N (stereo not drawn),-3.9,25.8,-6.3,-2.0,7.9,-8.8,-8.8,89.1,0.2
COC(=O)c1ccc(COc2ccc(Cl)cc2)o1,9.1,-13.1,1.6,0.3,-1.7,8.3,0.4,102.1,-1.4
CCC(C(=O)OCC(=O)c1ccc2c(c1)NC(=O)CO2)c1ccccc1 (stereo not drawn),-30.9,3.5,2.3,2.0,-3.4,-1.4,-0.4,95.0,-4.0
Cn1c(NC(=O)c2ccc(C(C)(C)C)cc2)cc(=O)n(C)c1=O,3.8,5.8,1.8,3.3,-2.9,-2.8,-2.1,105.8,5.8
CCCCNC(=O)NS(=O)(=O)c1ccc(C(=O)OC(C)C)o1,16.1,3.0,1.7,1.1,2.0,-2.9,-6.7,92.1,-8.3
CCOC(=O)C1CCCN(C(=O)c2sc3nc4n(c(=O)c3c2C)CCC4)C1 (stereo not drawn),-5.2,10.9,/,2.7,/,/,-1.9,83.2,/
OC[C@H]1O[C@@H](n2cnc3c(Nc4ccccc4)ncnc32)[C@H](O)[C@@H]1O,2.6,?,-1.9,5.4,-3.3,-7.3,-4.7,93.7,1.7
Cc1cc2cc(CNC(=O)Cc3cccs3)ccc2n1C,-6.7,0.4,-1.6,5.2,0.2,-12.4,-2.4,134.2,6.2
CC(=O)C1=C(C)Nc2cc(C(F)(F)F)ccc2S1,6.6,3.6,10.5,-0.4,-0.7,2.3,-2.0,85.8,-1.1
O=C(O)C1C2C=CC3(CN(C4CCCC4)C(=O)C13)O2 (stereo not drawn),-12.8,2.6,2.9,3.2,-7.5,2.2,-2.4,111.2,-6.9
COc1ccc(C2(C)NC(=O)N(CC(=O)c3cc(C)n(C4CC4)c3C)C2=O)cc1OC (stereo not drawn),18.0,1.3,/,0.9,/,/,0.8,91.9,/
O=C(N/N=C/c1cccc([N+](=O)[O-])c1)C1CC(=O)N(c2ccc(Cl)cc2)C1 (stereo not drawn),0.6,23.7,1.4,-0.3,0.2,-0.4,-1.3,111.2,4.4
CCN(CC)S(=O)(=O)c1ccc(/C=C/C(=O)OCC(=O)NNC(=O)c2ccc(OC)cc2)cc1,-3.6,24.1,/,0.7,/,/,-4.4,92.1,/
Cc1ccc(Cn2nc(C)c(NC(=O)c3cc(-c4ccc5c(c4)OCO5)on3)c2C)cc1,4.4,-21.1,-0.9,1.7,-0.8,1.8,24.2*,108.2,15.6
